M5 antag: antagonists of human muscarinic M5 receptor (CHRM5). CHO-hM5 cells, Fluo-8 calcium fluorescence, ACh EC80. inhibition, % at 3 µM. 360,000 tested, 0.59% active. AID 624040. P08912;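 active = inhibition above a per-plate cutoff, the mean of that plate's test compounds plus 3 SD, cut at about 27% in these data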;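 note: 0% = acetylcholine EC80 with DMSO and 100% = DMSO without agonist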
Target sequence (P08912 whole entry, looked up): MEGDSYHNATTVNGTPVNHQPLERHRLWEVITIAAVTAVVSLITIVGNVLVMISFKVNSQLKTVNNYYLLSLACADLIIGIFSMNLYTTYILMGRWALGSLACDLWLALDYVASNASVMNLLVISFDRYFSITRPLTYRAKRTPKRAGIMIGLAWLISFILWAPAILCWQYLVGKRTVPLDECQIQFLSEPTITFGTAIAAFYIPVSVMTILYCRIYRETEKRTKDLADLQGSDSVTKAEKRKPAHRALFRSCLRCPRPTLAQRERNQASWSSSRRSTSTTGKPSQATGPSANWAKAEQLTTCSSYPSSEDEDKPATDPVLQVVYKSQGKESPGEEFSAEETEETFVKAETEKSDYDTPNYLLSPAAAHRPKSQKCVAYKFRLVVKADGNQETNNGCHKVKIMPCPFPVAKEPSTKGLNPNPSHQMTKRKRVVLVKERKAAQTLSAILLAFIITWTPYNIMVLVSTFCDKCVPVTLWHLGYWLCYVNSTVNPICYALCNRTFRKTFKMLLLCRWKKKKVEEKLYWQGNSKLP
M1 PAM: positive allosteric modulators of human M1 muscarinic receptor; P11229; CHO-K1 hM1, Fluo-8 calcium fluorescence, ACh EC20; 0% = ACh EC20, 100% = maximal ACh; activation, % at 3 µM; 360,000 tested, 0.088% active; AID 588819; in the data active = activation above about 19%, passing the limit was not always enough
Target sequence (P11229 whole entry, looked up): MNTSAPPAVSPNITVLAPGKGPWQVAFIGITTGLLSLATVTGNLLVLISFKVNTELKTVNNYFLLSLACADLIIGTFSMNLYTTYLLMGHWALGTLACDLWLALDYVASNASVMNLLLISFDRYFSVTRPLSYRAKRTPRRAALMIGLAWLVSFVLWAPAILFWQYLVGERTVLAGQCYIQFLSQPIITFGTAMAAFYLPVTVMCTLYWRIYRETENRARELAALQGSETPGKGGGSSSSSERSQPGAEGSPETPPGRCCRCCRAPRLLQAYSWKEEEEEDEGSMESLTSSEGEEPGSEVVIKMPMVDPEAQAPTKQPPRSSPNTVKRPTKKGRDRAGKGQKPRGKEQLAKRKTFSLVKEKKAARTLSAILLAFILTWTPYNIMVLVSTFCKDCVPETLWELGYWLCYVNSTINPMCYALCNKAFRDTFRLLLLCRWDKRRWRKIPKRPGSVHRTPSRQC
M5 PAM: CHRM5 positive allosteric modulation. AID 624038. 360,000 tested, 0.3% active. activation, % at 3 µM. CHO-K1 hM5, Fluo-8 calcium, ACh EC20 PAM; 0% = ACh EC20, 100% = ACh EC100. P08912;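 active = activation above the run cutoff, the mean activation of all test compounds plus 3 SD, cut at about 18% in these data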
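Probe or stimulus: acetylcholine, EC20 level; Assay system: human M5 receptor in CHO-K1 cells; Schedule: compound preincubation 140 s before EC20 acetylcholine addition; Technique: intracellular calcium via Fluo-8 fluorescence; Dosing: single-point, 3 µM nominal; Read-out basis: percent activation from peak-over-basal fluorescence ratio, scaled EC20-to-EC100 acetylcholine; Repeats: one well per compound, no replicates.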
CRFR2-BP ag: agonists of human CRF-binding protein/CRF-R2 receptor complex. 350,000 tested, 0.46% active. activation, % at 13.2 µM. AID 588473. HEK293 CRF-R2/CRF-BP, calcium dye fluorescence (FLIPR); percent of saturating CRF peptide response;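 active = activation of at least 50%, plus an integration ratio under a set limit after plate pattern correction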;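 note: plate controls were neutral control wells without compound for no effect and CRF at EC100 for full effect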
M5 ag: CHRM5 agonism in calcium assay; P08912; CHO-K1 hM5 cells, Fluo-8 calcium fluorescence; 0% DMSO wells, 100% maximal acetylcholine response; activation, % at 3 µM; 360,000 tested, 0.19% active;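 active = activation above the run's mean over test compounds plus 3 SD, cut at about 23% in these data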;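 note: signal is peak over basal fluorescence ratio across the kinetic read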
CHRM1 antagonist: human CHRM1 antagonism. AID 588852. inhibition, % at 3 µM. P11229. 360,000 tested, 1.3% active. CHO-K1 hM1, Fluo-8 calcium fluorescence, ACh EC80 antagonist;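 active = percent inhibition above its own plate's cutoff, namely the mean of that plate's compound wells plus 3 SD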;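 note: peak over basal fluorescence ratio during 140 s after agonist addition; 0% = ACh EC80 plus DMSO and 100% = DMSO alone without agonist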
CHRM4 agonist: agonists of human muscarinic M4 receptor (CHRM4); P08173; CHO-K1 hM4/Gqi5, Fluo-8 calcium fluorescence; vehicle 0%, full acetylcholine response 100%; activation, % at 3 µM; 360,000 tested, 0.14% active; AID 624127;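 active = activation above the run mean over all test wells plus 3 SD, cut at about 32% in these data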;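 note: peak over basal fluorescence ratio per well then scaled between controls; 0% = DMSO wells and 100% = acetylcholine at EC100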
M4 PAM: potentiates acetylcholine response at human M4 receptor | P08173 | CHO-K1 hM4/Gqi5, Fluo-8 calcium fluorescence, ACh EC20; 0% = ACh EC20, 100% = maximal ACh | activation, % at 3 µM | 360,000 tested, 0.4% active | AID 624126;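 active = activation above its plate's cutoff, the mean activation of sample wells plus 3 SD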; note: some results filed as inactive read as strong as hits
M4 antag: antagonists of human muscarinic M4 receptor (CHRM4) | inhibition, % at 3 µM | CHO-hM4 cells, ACh EC80, Fluo-8 calcium fluorescence | 360,000 tested, 0.73% active | P08173;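 active = inhibition above its plate's cutoff, the mean inhibition of sample wells plus 3 SD, cut at about 27% in these data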;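 note: 0% = acetylcholine EC80 with DMSO and 100% = DMSO without agonist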
Active calls of the source: *; x = not tested or not shown.

molecule	CHRM1 antagonist	CRFR2-BP ag	M4 PAM	M5 ag	M4 antag	M5 antag	M5 PAM	M1 PAM	CHRM4 agonist
c1ccc(-c2nc(CSc3nnc(-c4cccs4)o3)cs2)cc1	2.3	2.7	11.7	1.9	-2.5	-5.7	3.1	4.8	0.7
Cc1cccc(N2CCN(C(=O)c3ccc4c(c3)NC(=O)C(CSCc3cccc(F)c3)N4)CC2C)c1 (stereo not given)	12.2	1.9	-0.3	-0.7	8.9	4.9	-3.4	-5.4	2.0
O=C(c1cc(COc2ccccc2)on1)N1CCCC(OCc2cccnc2)C1 (stereo not given)	-7.9	-1.3	-1.5	-1.7	-6.9	7.2	-8.7	11.9	5.0
CC(=O)NC(CC(=O)Nc1ccc(S(=O)(=O)N2CCCC2)cc1)c1ccccc1 (stereo not given)	-5.0	-2.4	-6.7	1.2	-8.3	3.9	-2.4	6.6	-0.1
CC(C)CNC1=C(C(=S)Nc2ccccc2)C(=O)CC(C)(C)C1	-4.3	4.9	-6.5	-0.6	4.8	3.7	-5.1	0.4	-0.9
COc1ccc(N2CCN(C(=O)c3ccc4[nH]c(C)c(C)c4c3)CC2)cc1	11.2	0.3	1.1	-0.5	4.2	-8.0	1.1	-3.2	4.8
COc1cc(NC(=O)CCCNC(=O)c2ccc(Cl)cc2)cc(OC)c1OC	-6.3	1.4	1.1	-2.9	-4.1	0.2	-1.2	-1.2	2.0
CCOc1ncccc1C(=O)OCC(=O)NCc1ccccc1	-8.6	-1.6	2.8	2.1	-0.7	9.2	8.8	3.8	1.5
CCNCc1cc(OCC)c(OCC(=O)NCCc2ccccc2)cc1Cl	-12.6	1.3	-1.0	2.5	-9.7	-0.2	6.8	-3.4	2.1
CC(=O)N(Cc1cc(=O)[nH]c2ccccc12)c1ccc(C)cc1C	-12.4	0.6	-7.0	-1.6	-0.7	10.2	-4.0	5.6	0.1
O=C(C(=Cc1ccccc1)c1ccccc1)c1ccccc1	-7.3	x	9.8	-2.7	-9.2	-7.7	-11.0	-3.4	-2.2
CN(c1ccccc1)c1nc(N)c([N+](=O)[O-])c(Nc2cccc(F)c2)n1	-7.8	1.2	-4.8	-3.7	0.6	3.5	-1.6	3.9	-0.4
C/C(=N\OC(=O)c1ccccc1)c1cc(-c2ccc(Cl)cc2)no1	1.6	3.8	21.9	-2.2	-1.6	-12.7	6.5	-4.3	0.3
Cc1ccc(-c2nc(N)sc2-c2ccc(C)cc2)cc1	-13.2	-1.6	10.3	-1.0	-5.3	-9.1	11.8	6.9	-0.4
CC(C)NC(=O)c1ccc2c(c1)nnn2C	1.4	0.1	2.6	1.3	2.9	-3.4	2.1	6.0	0.4
Cc1ccc(C(=O)N2CCN=C2SCc2ccc([N+](=O)[O-])cc2)cc1C	35.9*	6.4	-21.8	-14.8	6.1	6.3	-9.5	-22.0	0.3
O=C(c1ccc(-c2ccccc2Cl)o1)N1CCC1	-6.8	-1.6	4.5	-4.1	3.1	-2.4	6.2	6.4	-0.7
Nc1ccc(N2CCOCC2)cc1C(F)(F)F	4.3	1.1	-8.9	3.3	-12.1	5.7	-2.8	2.7	15.5
CC(=O)c1cccc(NC(=O)C(C)OC(=O)C2CCC2)c1 (stereo not given)	14.6	9.3	-3.0	-4.6	6.8	19.4	-6.9	-2.2	1.0
COc1ccc(CC(=O)Nc2cc(S(=O)(=O)N3CCCC3)ccc2Cl)c(OC)c1	-1.4	0.1	-4.1	-8.1	7.8	8.2	-14.4	-0.2	3.9
CC(C)OC(=O)CSc1nnc(-c2ccc(C(C)(C)C)cc2)n1N	8.6	-1.8	-0.8	-10.7	-15.2	2.7	1.2	0.6	3.1
C=C(C)Cn1cnc2cc(C)c(C)cc21	-1.8	-2.1	19.0	-5.9	-11.3	2.6	1.7	5.3	0.8
C=CCNc1nc2ccccc2nc1NS(=O)(=O)c1ccc(F)cc1	-2.2	-0.4	5.1	1.9	1.0	-6.2	1.5	-2.1	2.5
O=C1c2ccc([N+](=O)[O-])cc2S(=O)(=O)N1Cc1ccccc1	-8.9	-0.3	0.6	0.6	3.2	0.8	-2.4	4.5	3.0
CCOC(=O)Cn1nc(C)c(NC(=O)CCc2ccccc2)c1C	-6.4	-0.6	6.8	-1.8	-2.8	-4.2	5.8	4.8	1.2
FC(F)Oc1ccccc1C1CC(c2ccc(Br)s2)Nc2ncnn21 (stereo not given)	-6.9	12.9	4.2	2.1	-3.5	1.6	2.3	6.3	14.7
Oc1c(Br)cc(Br)c2cccnc12	-15.0	-2.3	-3.9	1.4	17.2	2.2	0.8	-0.1	1.1
O=S(=O)(NCc1cccnc1)c1ccc(Cl)c(Cl)c1	-8.2	-1.4	-2.8	-0.2	2.8	-5.4	1.1	5.4	2.0
C/C(=N/NC(=O)CNC(=O)c1cccnc1)c1ccc(Cl)c(Cl)c1	-16.3	3.3	3.3	-2.7	0.8	8.5	1.7	10.7	0.7
O=C(CSc1cn(CCNC(=O)c2ccccc2)c2ccccc12)NCc1ccco1	-12.4	-0.8	-9.9	1.9	-10.4	-0.5	-5.7	10.9	8.0
Cc1ccc([C@H]2C(C(=O)O)=C[C@@H](CC3CCCC3)N2S(=O)(=O)c2ccc(C)cc2)cc1	-1.8	-6.4	-0.2	0.0	-2.2	-1.2	2.6	1.2	0.3
CC(=O)c1c(O)c2ccccc2n(C)c1=O	3.5	-0.2	1.4	2.5	-9.7	3.9	3.7	-0.4	-0.1
CC1(NC(=S)NCCCCCCNC(=S)NC2(C)CCS(=O)(=O)C2)CCS(=O)(=O)C1 (stereo not given)	-10.3	-0.8	2.6	6.2	4.7	-4.8	3.7	7.8	0.5
Cc1ccc(OCCOC(=O)Cn2nc(C)c([N+](=O)[O-])c2C)cc1	5.1	3.0	-0.7	-0.7	-6.7	8.4	3.7	3.6	0.4
CC(=O)C1=C(C)OC(N)=C(C#N)C1c1cccnc1 (stereo not given)	-9.8	0.4	7.9	0.0	2.6	7.7	3.4	10.3	1.1
CC(=O)Nc1cccc(Oc2ncnc3scc(-c4ccc(C(C)C)cc4)c23)c1	3.0	12.9	0.7	2.0	11.9	5.3	4.5	7.3	5.5
Cc1ccc(S(=O)(=O)N2CCOCC2)cc1C(=O)OCC(=O)NC1CCCC(C)C1C (stereo not given)	-2.6	0.1	-3.3	4.7	-3.7	13.7	-10.0	2.6	10.5
CSc1nsc(SC)c1C(=O)Nc1ccc(C(C)(C)C)cc1	6.7	-0.4	-12.2	-11.1	3.4	4.4	-9.6	-10.0	-0.7
Cc1cccc(C(=O)N2CCN(CCNC(=O)C(=O)Nc3ccc(F)cc3)CC2)c1	-3.8	-0.9	-2.8	-0.4	-10.4	4.6	3.2	10.4	1.2
CCc1nn(C(CC)C(=O)NCCc2ccc(OC)cc2OC)c(=O)c2cc3occc3n12 (stereo not given)	-17.0	-4.1	7.4	-4.2	4.4	-10.0	1.8	16.7	0.7

Overlap with the part before: 4 entries, then new ones.
molecule	CHRM1 antagonist	CRFR2-BP ag	M4 PAM	M5 ag	M4 antag	M5 antag	M5 PAM	M1 PAM	CHRM4 agonist
Cc1ccc(S(=O)(=O)N2CCOCC2)cc1C(=O)OCC(=O)NC1CCCC(C)C1C (stereo not given)	-2.6	0.1	-3.3	4.7	-3.7	13.7	-10.0	2.6	10.5
CSc1nsc(SC)c1C(=O)Nc1ccc(C(C)(C)C)cc1	6.7	-0.4	-12.2	-11.1	3.4	4.4	-9.6	-10.0	-0.7
Cc1cccc(C(=O)N2CCN(CCNC(=O)C(=O)Nc3ccc(F)cc3)CC2)c1	-3.8	-0.9	-2.8	-0.4	-10.4	4.6	3.2	10.4	1.2
CCc1nn(C(CC)C(=O)NCCc2ccc(OC)cc2OC)c(=O)c2cc3occc3n12 (stereo not given)	-17.0	-4.1	7.4	-4.2	4.4	-10.0	1.8	16.7	0.7
NC(=O)c1nsc(C(=O)N(Cc2cccnc2)C(C(=O)NC2CCCCC2)c2ccc(F)cc2)c1N (stereo not given)	-1.2	1.5	-3.5	2.9	3.8	3.6	2.6	4.0	-0.6
C[C@@H]1CN([C@H](C)CO)C(=O)CCCn2nncc2CO[C@@H]1CN(C)S(=O)(=O)c1ccccc1C#N	-29.0	1.0	7.1	-3.6	-17.9	2.4	-2.3	27.0*	0.0
CCn1c2ccccc2c2cc(NC(=O)C(C)C)ccc21	7.8	-0.4	-2.5	-3.8	10.2	0.4	-2.2	-2.9	1.4
CCC(C)Nc1nnnc2c1sc1nc3c(cc12)COC(C)(C)C3 (stereo not given)	-6.2	0.3	-6.0	4.0	-0.7	2.2	-2.1	2.5	5.8
Cc1cccc(OCc2nnc(SCC(=O)N3CCc4ccccc43)n2C)c1	-2.7	-3.8	-7.7	-0.8	-4.4	-4.6	-1.7	3.6	1.6
CN1C(=O)CSC1=Nc1cccc(C(=O)O)c1	-10.6	1.3	0.1	-3.5	3.8	6.0	2.5	11.0	1.6
CCc1nnc(NC(=O)CCNC(=O)c2ccccc2Cl)s1	-0.3	-1.8	1.2	-3.5	4.0	5.2	3.8	5.1	1.3
COc1ccccc1NC(=O)C1=C(C)Nc2nnnn2C1c1ccccc1OC (stereo not given)	-3.6	-1.6	-4.1	-1.8	-4.2	3.5	-0.5	3.9	0.7
Cc1cccc(OCC(=O)NCC(=O)N/N=C/c2cc(Br)ccc2OCc2ccccc2)c1	3.2	0.8	-4.2	-1.1	4.5	1.2	-2.7	5.1	0.1
Cc1cnc(NC(=O)CSc2nnc(-c3cccs3)n2C)s1	-1.7	-2.5	3.4	-1.4	-7.3	5.8	1.0	-3.3	-0.1
CCCCC(=O)N(C)c1c(C)nc2ccc(C(=O)NCCN(C)C)cn12	-13.9	x	-0.8	0.2	2.5	-2.1	2.2	4.7	0.6
CSc1ccc(S(=O)(=O)NCc2ccc(Cl)cc2Cl)cc1	3.1	0.4	-9.7	-2.2	14.2	0.3	-13.8	-4.5	0.7
O=C(CCc1nnc2ccc(NCCCN3CCCC3=O)nn12)NCc1ccccc1Cl	-7.5	-1.3	-2.5	-4.6	-7.2	1.4	-0.4	8.6	2.0
O=C(Nc1c2c(nn1-c1cccc(Cl)c1)CS(=O)(=O)C2)c1cccs1	-13.8	0.5	-9.8	0.8	-2.5	6.7	0.8	16.9	2.2
O=C1CCN(CCCN2CCC(=O)N(Cc3ccccc3)C2=S)C(=S)N1Cc1ccccc1	-3.3	-1.2	2.1	0.1	-1.6	3.6	-4.5	2.7	4.1
COc1ccc(S(=O)(=O)Nc2ccc(NC(C)=O)cc2)cc1Cl	5.5	-0.7	-0.8	-0.6	5.8	-0.7	2.3	3.6	0.8
O=C(/N=C1/c2ccccc2CN1c1ccccc1)Nc1ccccc1	-8.1	-1.4	-2.6	-4.4	-1.9	2.1	0.2	7.0	0.5
O=C(CCC(=O)Nc1ccccc1)N/N=C/c1ccco1	1.8	2.6	-1.6	3.1	9.3	-0.3	5.5	0.2	0.4
